Source: PubChem BioAssay
hgDAF12 agonist: hgDAF-12 agonism, primary luciferase screen. 370,000 tested, 1.8% active. HEK293 GAL4-hgDAF12 UAS-luciferase reporter, agonist luminescence; normalized to butyrate control. activation, % at 6.8 µM;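 active means activation above a cutoff set at the mean of all screened compounds plus 3 SD, cut at about 10% in these data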;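 further: 0% = DMSO wells and 100% = sodium butyrate wells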
DAX1 inh-1: inhibitors of human orphan nuclear receptor DAX1 (NR0B1). 340,000 tested, 0.99% active. AID 504766. inhibition, % at 6.75 µM. P51843. HEK293 Gal4-DAX1 luciferase reporter, luminescence;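 active means inhibition above the mean over all tested compounds plus 3 SD, cut at about 4.2% in these data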;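 further: 0% = DAX1-transfected cells with DMSO and 100% = empty-vector control cells with DMSO; inhibition shows as a rise in luminescence from relieved DAX1 repression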
Rev-erbA mod: modulators of human Rev-erb alpha DNA binding | P20393 | Rev-erbα–FITC-DNA binding, fluorescence polarization, 90 min | activity, % at 10 µM | 370,000 tested, 0.79% active | AID 1259318;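 active means activity above about 14%, limit read from the data; passing the limit was not always enough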;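 further: 0% = DMSO wells with 35 nM protein and 100% = DMSO wells with 750 nM protein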
ssDAF12 agonist: activators of S. stercoralis DAF-12 nuclear receptor. HEK293 ssDAF-12/GRIP1 lit1-tk-luc reporter, luminescence; % of 3 µM dafachronic acid response. activation, % at 6.8 µM. 370,000 tested, 1% active. AID 652126;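 active means activation above the mean over all tested compounds plus 3 SD, cut at about 0.9% in these data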;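 further: 0% = DMSO-only wells and 100% = 3 µM delta7-dafachronic acid wells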
MBD2 DNA inh: inhibitors of human MBD2 binding to methylated oligonucleotide. inhibition, % at 4.4 µM. AID 686964. TR-FRET. 370,000 tested, 0.31% active. Q9UBB5; in the data active means inhibition above about 13%
PLCg1 inh: PLC-gamma1 (human) inhibition, primary screen. P19174. purified PLC-gamma1, fluorogenic substrate, fluorescence. inhibition, % at 12.2 µM. 370,000 tested, 0.84% active; in the data active means inhibition above about 9.5%
Target sequence (P19174 whole entry, looked up): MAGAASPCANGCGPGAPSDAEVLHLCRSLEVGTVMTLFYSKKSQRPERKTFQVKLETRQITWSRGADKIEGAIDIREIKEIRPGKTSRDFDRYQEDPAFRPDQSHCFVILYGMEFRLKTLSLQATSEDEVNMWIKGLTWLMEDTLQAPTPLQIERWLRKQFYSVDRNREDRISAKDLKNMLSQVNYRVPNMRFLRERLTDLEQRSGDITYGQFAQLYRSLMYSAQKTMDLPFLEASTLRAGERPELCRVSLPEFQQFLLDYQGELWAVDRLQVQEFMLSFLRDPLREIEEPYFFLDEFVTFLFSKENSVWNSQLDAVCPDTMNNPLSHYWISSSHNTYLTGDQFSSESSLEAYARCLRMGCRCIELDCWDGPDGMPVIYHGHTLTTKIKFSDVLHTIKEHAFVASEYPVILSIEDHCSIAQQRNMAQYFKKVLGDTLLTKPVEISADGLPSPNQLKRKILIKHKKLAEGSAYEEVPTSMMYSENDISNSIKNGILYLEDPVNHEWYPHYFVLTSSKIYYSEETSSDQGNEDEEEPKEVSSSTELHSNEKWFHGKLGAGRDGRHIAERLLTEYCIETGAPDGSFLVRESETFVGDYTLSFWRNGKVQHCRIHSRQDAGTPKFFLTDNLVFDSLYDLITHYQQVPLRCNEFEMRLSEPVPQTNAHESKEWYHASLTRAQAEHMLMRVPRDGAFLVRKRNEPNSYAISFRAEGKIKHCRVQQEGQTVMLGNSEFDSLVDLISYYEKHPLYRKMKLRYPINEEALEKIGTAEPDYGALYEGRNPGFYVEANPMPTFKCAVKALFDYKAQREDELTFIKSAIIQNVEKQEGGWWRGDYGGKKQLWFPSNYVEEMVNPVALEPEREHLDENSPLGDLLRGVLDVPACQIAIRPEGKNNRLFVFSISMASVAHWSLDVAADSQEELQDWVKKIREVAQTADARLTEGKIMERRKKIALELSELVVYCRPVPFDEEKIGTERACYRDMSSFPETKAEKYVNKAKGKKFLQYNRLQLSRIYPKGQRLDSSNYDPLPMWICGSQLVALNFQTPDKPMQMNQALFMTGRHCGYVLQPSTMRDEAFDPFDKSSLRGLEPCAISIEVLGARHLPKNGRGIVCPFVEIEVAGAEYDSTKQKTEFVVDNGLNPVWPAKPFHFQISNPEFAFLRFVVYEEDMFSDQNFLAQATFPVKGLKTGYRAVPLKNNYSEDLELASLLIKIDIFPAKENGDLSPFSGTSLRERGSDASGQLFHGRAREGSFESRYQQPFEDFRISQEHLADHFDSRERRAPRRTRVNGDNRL
hcDAF12 agonist: activators of H. contortus DAF-12 nuclear receptor | HEK293 hcDAF-12 lit1-tk-luc reporter, luminescence; 0% DMSO, 100% Δ7-dafachronic acid | activation, % at 6.8 µM | 370,000 tested, 1.4% active | AID 652067;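 active means activation above the mean of all tested compounds plus 3 SD, cut at about 5.5% in these data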;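 further: 100% = response to 3 µM Δ7-dafachronic acid high control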
ADAM17 inh: inhibits human ADAM17; recombinant ADAM17, EDANS/DABCYL FRET peptide cleavage; inhibition, % at 6.95 µM; 370,000 tested, 0.83% active;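 active means inhibition above the mean of compounds lying between control limits plus 3 SD, set per campaign, cut at about 8.5% in these data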;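 further: 0% = DMSO-only wells as the low control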
SMARCA2 act: SMARCA2 function activation, primary screen. MG213 cells, MMTV-luciferase reporter, dexamethasone, overnight. activation, % at 9.1 µM. 370,000 tested, 1% active. AID 652017; in the data active means activation above about 7.8%;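 further: 0% = vehicle wells and 100% = reference activator wells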
PLCb3 inh: blocks human PLC-beta3 enzyme activity | inhibition, % at 12.2 µM | AID 720704 | 370,000 tested, 0.18% active | Purified PLC-beta3, fluorogenic substrate, fluorescence | Q01970; in the data active means inhibition above about 11%;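 further: 0% = median of compound wells on plate and 100% = full blocker control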
DAX1 inh-2: blocks DAX1 repression of SF-1 activated StAR promoter; 370,000 tested, 1.1% active; AID 652010; inhibition, % at 6.8 µM; HEK293T StAR-luciferase reporter, SF-1/DAX-1 repression relief;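 active means inhibition above the mean over all tested compounds plus 3 SD, cut at about 3.6% in these data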;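 further: 0% = DAX-1 cells with DMSO and 100% = cells lacking DAX-1 with DMSO; higher inhibition means more luminescence from relief of DAX-1 repression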
Starred values were filed as active, the others as inactive; i = inactive; nt = not tested or not shown.

Values run as follows: hgDAF12 agonist, DAX1 inh-1, Rev-erbA mod, ssDAF12 agonist, MBD2 DNA inh, PLCg1 inh, hcDAF12 agonist, ADAM17 inh, SMARCA2 act, PLCb3 inh, DAX1 inh-2
> Cc1cc(C(=O)COC(=O)c2n[nH]c(=O)c3ccccc23)c(C)n1C(C)C
  1.6, 1.0, -6.0, -1.1, -3.2, 3.3, -1.1, -0.6, 0.1, -3.8, 0.4
> O=C(CSc1nc(=O)n(CCCN2CCOCC2)c2c1CCCC2)Nc1cccc(F)c1
  0.5, -1.5, 4.0, -0.9, -2.5, 1.1, 0.4, -4.8, -0.5, -7.1, -0.8
> Nc1ncnc2c1ncn2C1OC(CO)C2OC21 (centres undefined)
  1.2, nt, -1.3, -0.8, -4.6, 5.4, -1.4, 2.5, -6.0, 4.8, 0.5
> COc1ccc(Cc2nnc(SCC(=O)Nc3ccc(C)c(Cl)c3)[nH]c2=O)cc1
  -2.7, -0.4, 7.1, -1.5, -9.1, -3.4, -0.7, 2.0, -0.2, -2.1, 1.3
> COc1ccc(S(=O)(=O)Cc2ccc(C(=O)NC3CCCCCC3)o2)cc1
  -1.9, -0.2, -6.6, -1.3, 0.8, -1.0, 0.6, -0.5, -2.1, -5.6, -0.3
> COC(=O)C[C@H]1c2cc(C(F)(F)F)ccc2S(=O)(=O)N1Cc1ccc(OC)cc1
  -4.7, 0.4, -2.4, -1.6, -7.0, 6.3, -1.1, 2.8, -0.7, 2.5, 0.0
> O=C(O)C(Cc1c[nH]c2ccccc12)NS(=O)(=O)c1ccccc1 (centres undefined)
  -0.4, 1.9, -0.3, -0.2, 0.4, 0.2, 4.9, 4.7, -0.5, 2.3, 0.6
> Cc1cc(C)c(S(=O)(=O)N2CCN(C3CC(=O)N(c4ccccc4Cl)C3=O)CC2)c(C)c1 (centres undefined)
  5.7, 0.4, -2.2, -0.6, -4.5, -4.0, -1.3, 2.7, -2.7, -6.4, -1.0
> COc1ccc(F)cc1C(=O)C1CCCN(Cc2cnc(N3CCCC3)s2)C1 (centres undefined)
  3.0, -0.2, -2.4, -1.7, -3.0, -0.2, -0.6, -0.2, 7.1, -2.5, 0.1
> COc1cc(/C=C/C(=O)OCC(=O)NCCc2ccc(F)cc2)ccc1OC(F)F
  0.0, -0.9, -1.4, 0.0, -7.2, -5.2, -1.4, -0.8, -2.5, -3.8, -1.0
> O=C(c1nn(-c2ccccc2)c(=O)c2ccccc12)N1CCN(c2ccccn2)CC1
  -1.4, -0.1, 10.0, -1.9, 3.9, 1.9, -1.8, -2.6, -3.3, -2.7, -1.3
> O=C(NCCc1c[nH]c2ccccc12)OCc1cn(Cc2ccccc2F)nn1
  -2.0, nt, 5.8, -1.7, 2.1, 0.3, 0.1, -6.1, -0.9, -4.6, -2.1
> CC(C)CCNC(=O)c1ccc2c(c1)N(C)C(=O)c1ccccc1S2
  -1.2, -1.4, 6.4, -0.1, 2.3, 0.9, -0.9, 1.2, -1.5, -2.7, -0.2
> O=C/C=C/c1c(-c2ccccc2)cc2oc3ccccc3cc1-2
  -1.3, -0.8, 1.9, -0.6, 8.3, -79.0, 5.2, -3.7, 0.7, -96.0, 0.1
> CS(=O)(=O)NCCCNc1c(Cl)cccc1[N+](=O)[O-]
  -1.4, 0.0, -2.5, -1.8, -7.5, -0.6, -2.6, 0.6, -1.5, 3.0, 0.0
> Cc1cc(=O)[nH]c(NCc2ccc(Cl)cc2)n1
  -2.0, -0.1, 1.6, -0.4, 3.9, 1.9, -1.4, -0.1, 0.4, -5.1, 0.1
> Nc1[nH]c(C(=O)c2ccc(Br)cc2)c(-c2ccc(Cl)cc2[N+](=O)[O-])c1C(=O)NCCc1c[nH]c2ccccc12
  1.5, nt, 2.2, -0.1, -1.5, -6.0, 1.5, 9.3*, -5.6, -9.8, -1.6
> Cc1cccc(C)c1NC(=O)CSc1nnnn1C
  -1.4, -1.2, -1.2, -1.2, -2.5, 3.2, -1.8, -2.1, 1.4, 1.6, 0.5
> O=C(O)c1ccccc1S(=O)(=O)Cc1ccccc1
  -0.7, 1.4, 3.8, -1.4, -2.3, 5.1, -1.3, -3.8, -1.6, 1.9, 0.7
> O=c1cc(-c2ccc(O)c(O)c2)oc2ccc3ccccc3c12
  10.4*, -3.9, -12.3, 0.1, 1.8, -16.5, 3.4, -4.1, 8.2*, -28.4, 8.4*
> COc1ccc2sc(-c3ccc(N(C)C)cc3)c(C#CCCO)c2c1
  0.5, -0.2, 1.4, -0.9, -2.6, i, -0.8, i, 1.6, i, -0.5
> Cc1cc(-c2cc(N)n(-c3ccccc3)n2)c(C)n1C1CCCC1
  1.7, -0.5, -5.3, -1.5, 0.9, -5.9, -0.2, -5.3, 0.5, -9.6, -0.1
> COc1ccccc1N(C)S(=O)(=O)c1ccc(C(=O)NC2CCCCC2)cc1
  -0.3, -0.9, 0.6, -1.8, 2.0, -0.7, -2.9, -0.9, -0.7, -3.1, -1.1
> CCOc1ccccc1NC(=O)C1CCN(c2nc(-c3ccc(OC)cc3)no2)CC1
  0.1, -0.9, 2.1, -1.2, -1.8, 2.7, -0.4, -2.5, -1.3, 8.4, -0.1
> COc1ccc2[nH]c(=O)c(CN(Cc3ccco3)C(c3nnnn3Cc3ccccc3)C(C)C)cc2c1 (centres undefined)
  0.2, 0.3, -4.6, -1.2, 1.7, -9.6, -0.7, -4.2, 0.4, -10.1, 0.2
> CCOc1ccccc1N1CCN(C(=O)c2ccc3[nH]c(C)c(C)c3c2)CC1
  1.8, -1.3, -2.7, -1.6, 1.1, 1.6, -3.1, -1.5, 0.5, -5.1, -7.1
> CN(CC(=O)Nc1ccc(F)cc1)C(=O)COC(=O)CCN1C(=O)C2CC=CCC2C1=O (centres undefined)
  2.0, -0.6, 5.2, -0.8, -6.0, 4.0, 0.1, 0.4, -1.6, -2.0, 1.7
> COc1ccc2c(c1)CCc1c(C(=O)Nc3ccc(OC)c(OC)c3)noc1-2
  -1.3, -0.3, -4.0, -1.5, 0.7, -0.6, 0.7, -2.7, 0.3, -0.1, -0.3
> CCCc1nn2c(=O)cc(CSCC(=O)Nc3ccccc3)nc2s1
  -1.0, 0.2, 0.9, -1.0, -1.0, 1.2, 0.5, -5.0, 0.2, -7.4, -0.4
> CC(C)CCNC(=O)c1cccnc1Sc1ccccc1
  -3.1, 0.9, 4.3, -1.4, -2.6, -0.5, -0.7, -3.3, 0.7, 2.5, 0.4
> COc1ccc(NC(C)=O)cc1S(=O)(=O)N1CCc2ccccc21
  -3.1, -0.2, 3.2, -0.8, -4.4, 7.0, 0.3, 0.9, -4.5, -0.3, 1.0
> Cc1cc(C)c2oc(-c3cccc(N)c3)nc2c1
  9.9, 2.5, 1.6, 0.1, 1.1, -366.0, 3.0, -174.4, 3.0, -413.6, 0.5
> CCCn1nnnc1SCC(=O)c1ccc2c(c1)OCCO2
  3.4, -0.3, -9.2, -0.9, -4.0, 2.1, 1.7, 1.2, 4.0, 1.3, 0.1
> CC1([N+](=O)[O-])COC2(OC1)C(=O)Nc1ccccc12 (centres undefined)
  -2.6, -1.4, -2.3, -1.5, 1.2, 3.4, 0.3, 0.4, -1.3, 9.5, 0.1
> CCCCNc1c(-c2ccc(SC(C)CC)c(OC)c2)nc2ccc(Cl)cn12 (centres undefined)
  0.4, -0.4, 10.9, -1.4, -3.0, i, -2.4, -31.6, 0.6, i, 0.1
> Cc1ccnc2nc(C(=O)Nc3nc(-c4ccccn4)cs3)nn12
  -0.8, 8.3*, -17.5, -1.2, 2.3, -9.6, -1.1, 1.2, -3.6, -15.1, 0.3
> COC(=O)[C@]12CCCCC=C1N(Cc1ccco1)C(=O)[C@H](CC(=O)NCCC(C)C)C2
  -2.0, nt, -5.5, -0.3, 5.2, 2.3, 0.1, -1.7, -4.0, -0.7, 0.7
> COC(=O)c1c(-c2c(Cl)cccc2Cl)noc1NC(=O)N(C)C
  1.1, -0.8, -4.1, -0.5, -7.3, 0.7, 0.7, 2.1, 1.3, -5.1, -0.1
> Cc1cccc(C)c1OCc1cc(C(=O)N(C)Cc2cc(C3CC3)n[nH]2)no1
  -0.7, 0.6, -3.8, -0.8, 0.3, 0.7, -1.6, -0.6, -1.1, -7.6, 1.0
> Cc1ccc2cc(CCNC(=O)C3CCCCC3)c(=O)[nH]c2c1C
  2.3, 1.1, -1.9, -0.6, -2.6, 0.6, -0.8, 1.6, -1.1, 0.1, 0.6
> CC(C)n1cc(C#N)c(N)n1
  -1.8, 2.9, 6.1, -0.7, 0.4, 2.7, 0.3, -2.8, 4.9, 7.7, 0.6
> CCOc1cc(C2C(C(C)=O)=C(O)C(=O)N2CCc2c[nH]c3ccccc23)ccc1O (centres undefined)
  -1.1, 0.9, 1.0, -0.6, -0.4, 2.4, -1.4, -7.8, -4.9, 4.8, 0.3
> CCOC(=O)C1CCCN(Cc2ccccc2F)C1 (centres undefined)
  -2.4, 0.4, 3.9, -0.5, -1.7, -0.7, -1.2, -5.7, 1.8, -1.3, 0.2
> COc1cc(C(=O)OCC(=O)N2CCCC2)cc(OC)c1OC
  -2.4, 0.5, 0.3, -1.2, 5.9, 4.4, -1.9, -1.6, -0.6, 1.9, -0.2
> O=C(CSc1nnc(SCc2ccc(Cl)cc2)s1)N/N=C/c1ccccc1Cl
  5.3, -1.4, 3.8, -1.0, 0.2, -0.3, -0.1, 1.0, 0.1, 1.4, 0.0
> COc1ccc(CCNC(=O)CC2SC(=NCc3ccccc3)NC2=O)cc1 (centres undefined)
  -2.8, 2.0, 2.4, -1.1, -3.7, 2.2, -0.3, -0.9, 0.8, 0.9, 0.0
> Cc1ccc(OCC(=O)NCCNC(=O)c2ccco2)cc1
  -0.7, 2.8, 4.4, -0.8, 1.7, 3.1, 1.6, 0.6, -1.2, -4.7, -0.1
> CCOc1ccc(Nc2cc(C)nc(N3CCOCC3)n2)cc1
  0.6, 0.2, -0.7, -1.0, -6.0, 0.1, -1.6, -4.6, 0.7, -0.5, -0.4
> Cc1cc(C)c2c(c1)OC(O)(C(F)F)CC2=O (centres undefined)
  0.4, -0.3, -3.0, -1.5, 4.0, 0.6, -2.6, -1.3, -1.4, -2.4, 0.6
> O=C(NCCN1CCN(C(=O)c2c(F)cccc2F)CC1)C(=O)Nc1ccc(Cl)cc1
  -1.7, -0.3, -3.0, -1.4, 2.0, 2.9, 0.5, 2.9, 2.0, -3.5, -3.0
> COc1ccc(C2NS(=O)(=O)N=C2N)cc1 (centres undefined)
  -3.7, 2.5, 5.0, -1.6, 0.7, 1.8, -1.2, 0.2, 1.2, -1.5, -0.1
> O=C(CC1Nc2ccccc2NC1=O)NCCc1ccccc1 (centres undefined)
  -0.5, -0.6, -6.1, -1.3, 0.7, -30.1, -1.1, -31.1, 2.6, -34.8, -0.2
> Cc1cc(NC(=O)C(C)SCC(=O)O)no1 (centres undefined)
  0.7, 0.0, -4.2, -1.2, 0.8, -1.9, -1.1, -4.9, -1.7, 0.5, 0.6
> Cc1ccc(O)c(NC(=S)NC(=O)Cc2ccc(Cl)cc2)c1
  0.4, -0.6, 8.4, -1.4, -1.6, 1.4, -1.2, 1.5, -2.5, -2.8, -0.1
> O=C(Cc1ccc(S(=O)(=O)N2CCOCC2)s1)Nc1ccc(Br)c(C(F)(F)F)c1
  1.4, -1.6, 7.2, -1.2, -0.4, -0.7, -1.3, 5.5, 1.9, -0.9, -1.1
